From PubChem BioAssay
WT yeast gro inh = growth inhibition of WT yeast, mitochondrial fusion screen. inhibition, % at 10 µM. mitochondrial fusion phenotypic screen, WT strain. hit rate 2.1% among 190,000; in the data active = inhibition above about 58%; tested in S. cerevisiae
Dynein cargo inh = dynein cargo transport inhibition; z-score, hits read low; 3617.4 mouse cells, GR-EGFP nuclear translocation imaging; test concentration mostly 20 µM; stimulated with dexamethasone, 1 µM; active compounds read low; hit rate 0.47% among 220,000;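 active = plate z-score of nuclear minus cytoplasmic receptor signal below a set negative limit, without overly bright fluorescence or cell loss, cut at about -3.5 in these data, passing the limit was not always enough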;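 also: z-score of nuclear minus cytoplasmic ring GR-EGFP intensity difference per well; some compounds called inactive have numbers as strong as hits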
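medium = tetracycline-free induction medium containing charcoal-stripped FBS | also added = 1.0 µM final dexamethasone stimulus | schedule = 48 h induction, 1 h compound, 30 min dex at 37 °C | technique = fixed, Hoechst-stained cells imaged at 10x for EGFP | measure = GR-EGFP nuclear translocation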
bCat nuc transl = modulators of beta-catenin nuclear translocation. AID 1665. hit rate 0.3% among 190,000. HeLa beta-catenin nuclear translocation, immunofluorescence imaging. nuclear translocation activity, % at 5 µM;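 active = nuclear translocation activity above 50% at 5 µM, with a well cell count of 50 or more; inconclusive = wells under 50 cells across six images, flagged as toxic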;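 also: per-cell ratio of nuclear to cytoplasmic median beta-catenin stain intensity; plate controls were DMSO negative control for no effect and GSK-3 inhibitor IX positive control for full effect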
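Technique: fluorescence imaging of beta-catenin antibody stain plus DAPI / Material: human HeLa cell line / Incubation: compound treatment 24 h, 37°C, 5% CO2 / Read-out basis: % activation of per-cell nuclear versus cytoplasmic median beta-catenin signal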
Insulin prom up = MIN6 insulin promoter up-regulation; MIN6 insulin promoter-GFP reporter, high-content imaging; active compounds read high; z-score at 5 µM; hit rate 0.3% among 190,000;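 active = z-score above 3 at 5 µM with at least 500 cells counted in the well; inconclusive = wells under 500 cells, flagged as cytotoxic or low count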
HIV fusion peptide = cell-free HIV fusion peptide-binding blockers – biochemical, uHTS, fluorescence dequenching, primary screen (AID 1986) | cell-free peptide binding, fluorescence dequenching, 30 min; higher % means a stronger effect | inhibition, % at 20 µM, or IC50 in µM where a hit was titrated | hit rate 0.3% among 290,000; in the data active = inhibition mostly above about 52%, no sharp cut-off; inactive = mostly below about 76%; also: some results filed as inactive read as strong as hits
MT stabilize HCS = microtubule stabilization, imaging screen; HeLa tubulin immunostaining HCS, 24 h; share of cells brighter than vehicle mean+2SD; % tubulin-high responders, % at 10 µM; hit rate 0.83% among 200,000; AID 2205;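 active = plate Z-score above 3 for both tubulin-high and condensed-nucleus cell shares, with cell loss under 80%, at 10 µM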;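 also: anti alpha tubulin signal scored within the nucleus-defined area of each cell; some results filed as inactive read as strong as hits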
Autophagy mod = alters autophagy in cells | hit rate 0.98% among 190,000 | MEF GFP-LC3 puncta imaging; test concentration mostly 10 µM | calls only at 10 µM (by protocol);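 active = percentage of spot-positive cells more than 3 SD above its plate mean, without a fluorescence outlier flag or 80% toxicity; inconclusive = no clear call, values can overlap the other calls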;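 also: spot-positive cell cutoff set from DMSO-treated cells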
AID2073 = disruptors of CaV2.2 binding to Mint1 – biochemical, HTRF (AID 2073); HTRF protein-protein interaction, Mint1-CaV2.2; higher % means a stronger effect; inhibition, % at 20 µM; hits with a dose series show IC50 in µM; hit rate 0.19% among 290,000; in the data active = inhibition mostly above about 51%, no sharp cut-off; inconclusive = no clear call, values can overlap the other calls; inactive = mostly below about 53%; also: some results filed as inactive read as strong as hits
Yfh1-off respiration = mitochondrial function rescue without frataxin homolog – Friedreich's ataxia, plus single-dose screen, dose response (AID 1465) | S. cerevisiae Yfh1-off respiration, WST-1 reduction, 72 h; higher fold induction means a stronger effect | fold induction at 50 µM, or EC50 in µM where a hit was titrated | hit rate 0.074% among 220,000;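 active = fold induction of absorbance versus untreated yeast above a set limit, then at least 30% activation at any dose in follow-up; inconclusive = repeats straddling the limit, or above it without dose testing; inactive = fold induction below the set limit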;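 also: activators that raise dye reduction in frataxin-depleted yeast; strong numbers were not always called active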
WT yeast gro inh mutant strain = also measured in WT yeast gro inh; calls as there; inhibition, %; mitochondrial fusion phenotypic screen, mutant strain inhibition
Dynein cargo inh cytoplasmic EGFP = further read-out of Dynein cargo inh, marked with its call; z-score; measured here: cytoplasmic GR-EGFP intensity; active compounds read high
Dynein cargo inh nuclear GR-EGFP = further read-out of Dynein cargo inh, marked with its call; z-score; measured here: nuclear GR-EGFP intensity;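 lower value marks the stronger effect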
Dynein cargo inh cell count = second read-out of Dynein cargo inh, no call of its own (marks repeat the call); z-score; measured here: cell count per field
Insulin prom up cell count = further read-out of Insulin prom up, marked with its call; cell count; measured here: cytotoxicity, nuclei count;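 total cells summed across four imaged fields per well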
bCat nuc transl cell count 5 µM = further read-out of bCat nuc transl, marked with its call; cell count; measured here: cell count, cytotoxicity flag
MT stabilize HCS Hoechst-high % = also measured in MT stabilize HCS; calls as there; % Hoechst-high responders; measured here: nuclear condensation Hoechst responders;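 share of cells brighter than vehicle mean plus two SD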
MT stabilize HCS cytotoxicity % = also measured in MT stabilize HCS; calls as there; toxicity, %; measured here: cytotoxicity by cell density;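 0% = mean cell density of plate MIN control wells and 100% = no cells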
Autophagy mod cell loss 18 h = recorded beside Autophagy mod, whose call it bears; toxicity, %; measured here: cell loss, nuclei count;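 cell loss after 18 h compound exposure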
* = called active by the depositor; i = inactive; u = inconclusive; x = not tested or not shown. Rows were taken by chance; overall some 4.2% were active at least once.

SMILES	WT yeast gro inh	WT yeast gro inh mutant strain	Dynein cargo inh	Dynein cargo inh cytoplasmic EGFP	Dynein cargo inh nuclear GR-EGFP	Dynein cargo inh cell count	bCat nuc transl	bCat nuc transl cell count 5 µM	Insulin prom up	Insulin prom up cell count	HIV fusion peptide	MT stabilize HCS	MT stabilize HCS Hoechst-high %	MT stabilize HCS cytotoxicity %	Autophagy mod	Autophagy mod cell loss 18 h	AID2073	Yfh1-off respiration
O=C(O)CC(c1ccccc1)c1ccccc1	-8	6	-0.091	-0.22	-0.12	0.48	-4.9	1022	0.54	1212	-2.0%	1.4	0.9	7.4	i	-4	-5%	i
COc1ccc(CNC(=O)C2CCCN(c3nccc(C)n3)C2)cc1 (stereo not drawn)	-8	-3	-0.18	-0.23	-0.071	0.18	2.7	517	x	x	0.3%	3.7	1.9	4.0	i	3	-2%	i
CCOC(=O)/C=C1\SCC(=O)N1CC(O)CN1C(=O)CS/C1=C\C(=O)OCC	25	21	-0.29	-0.28	-0.098	-0.66	1.5	1332	-0.26	1393	5.9%	2.2	2.8	3.3	i	4	6%	i
C/C(CC(=O)Nc1cc(Cl)ccc1Cl)=N\NC(=O)c1ccco1	5	11	0.62	-0.15	0.67	0.5	-1.0	1345	-0.08	1632	1.2%	3.3	1.5	5.7	i	-25	-4%	i
COc1ncnc2c1oc1nc(C(C)C)c3c(c12)CC(C)(C)OC3	-1	11	-1.1	-0.23	-0.49	0.29	-1.8	1196	-1.3	1121	1.5%	2.8	2.3	1.4	i	8	-4%	i
CCOC(=O)c1ccc(CNC(=O)C(Cc2c[nH]c3ccccc23)NC(C)=O)o1 (stereo not drawn)	-19	4	0.11	-0.25	-0.07	1.2	1.5	988	0.11	1855	-1.0%	0.7	1.2	4.0	i	-3	0%	i
COc1ccccc1CNC(=O)c1c(O)c2cc(OC)c(OC)cc2[nH]c1=O	1	-15	-0.27	-0.26	0.091	0.39	0.7	1176	-0.15	1156	-0.4%	1.9	1.8	0.2	i	13	14%	i
COc1cccc2cc(C(=O)NCc3ccco3)c(=O)oc12	14	3	0.84	-0.3	0.019	0.093	-1.4	513	0.72	1290	1.8%	3.6	1.5	2.3	i	2	11%	i
Cc1ccc(S(=O)(=O)CC(CN2CCOCC2)N2CCOCC2)cc1 (stereo not drawn)	-10	-4	-0.0035	-0.21	-0.57	-0.013	0.6	1482	0.1	1439	-1.8%	1.9	2.7	6.5	i	-6	1%	i
CCN(c1ccccc1)S(=O)(=O)c1ccc(OC)c(NC(=O)CNC)c1	-10	0	-0.44	-0.25	0.071	0.71	2.4	1433	-0.04	1463	0.1%	7.5	5.7	2.1	i	13	35%	i
O=C(NC(=S)Nc1ccc2c(c1)OCCO2)c1ccccc1	6	-12	-0.029	-0.21	0.49	0.71	-0.7	1336	0.26	1608	-1.9%	3.0	2.0	7.5	i	-29	-17%	i
NC1=NC(=O)/C(=C/c2c(OS(=O)(=O)c3ccc(Cl)cc3)ccc3ccccc23)S1	5	8	-0.33	0.016	0.19	0.11	-1.5	977	-0.2	1311	1.3%	2.5	1.2	14	i	10	9%	i
COc1ccc(NC(=O)c2cccc(NC(=O)c3ccco3)c2)c(OC)c1	9	0	3.2	-0.14	1.6	-1.7	-1.5	820	-0.7	1149	-0.8%	2.7	1.4	6.4	i	3	-2%	i
O=C(C1=C[C@@H](c2ccc(C(F)(F)F)cc2)C[C@@H](OCc2ccc(CO)cc2)O1)N1CCN(Cc2ccccc2)CC1	41	14	-1	2.4	0.13	-0.19	3.3	1059	x	x	3.7%	1.9	1.4	9.7	i	6	7%	i
O=C(C1=C[C@H](c2coc3ccccc3c2=O)C[C@H](OCc2ccc(CO)cc2)O1)N1CCN(Cc2ccc3c(c2)OCO3)CC1	19	-2	-1.1	-0.33	-0.35	0.82	0.4	1135	-0.25	1304	0.7%	5.9	1.7	12	i	2	14%	i
N#Cc1ccccc1CSC1=NCCS1	-16	-24	-1.2	-0.29	-0.4	0.84	-1.4	1062	-0.75	1386	0.2%	2.5	1.3	6.7	i	0	7%	i
Cc1ccc2ncnc(Oc3ncccc3NC(=O)C(C)(C)C)c2c1	x	x	0.65	-0.17	0.46	0.16	-0.4	1138	0.13	1368	-0.2%	x	x	x	x	x	8%	i
COC(=O)c1c(C)oc(C)c1S(=O)(=O)NCc1cccs1	x	x	1.4	-0.21	0.52	-0.8	-2.0	1193	x	x	-1.8%	x	x	x	x	x	-1%	i
N#CCSc1nc2c(c(=O)n1Cc1ccccc1)C1(CCCC1)Cc1ccccc1-2	-8	-18	1.4	-0.18	0.8	-0.74	-1.4	1221	-0.85	1032	0.6%	1.8	1.6	7.9	i	1	6%	u
COc1cc(NC(=O)COC(=O)/C=C/c2ccc(O)c(OC)c2)cc(OC)c1	8	-6	1.3	-0.012	1.3	-2.3	2.0	1024	0.07	1382	-0.9%	1.8	1.8	11	i	4	7%	i
COc1ccc(C(=O)N2CCN(Cc3cc(OC)c(O)c(OC)c3)CC2)cc1OC	x	x	0.022	-0.23	0.18	-0.024	-0.7	1122	-0.18	1154	-1.1%	2.5	2.6	9.1	i	9	3%	i
CCCOC(=O)c1cccc(Nc2nc(-c3cccnc3)nc3ccccc23)c1	12	-17	-0.26	-0.28	-0.49	1.1	0.4	929	x	x	-1.2%	3.0	3.7	12	i	-1	17%	i
COc1ccc(OC)c(C2C(C#N)=C(N)Oc3cc(C)[nH]c(=O)c32)c1 (stereo not drawn)	-3	10	0.078	-0.2	0.16	0.31	-3.5	1160	0.66	1192	-1.3%	4.1	2.6	8.0	i	-1	2%	x
COC(=O)c1cc(C(=O)NCCN2C(=O)S/C(=C\c3cccs3)C2=O)cc([N+](=O)[O-])c1	6	2	-0.54	-0.25	-0.28	1.3	2.0	844	-0.96	1206	-2.5%	1.6	2.3	9.4	i	-9	4%	i
CC(C)CN(C)C(=O)CCc1nnc(Cc2cccc(C(F)(F)F)c2)o1	9	15	0.92	-0.21	0.23	0.025	1.8	1002	1	1432	-0.8%	3.6	1.2	0.3	i	-23	7%	i
CC(=O)N1CCN(c2c(F)c(F)c(C(F)(F)F)c(F)c2F)CC1	0	-3	0.54	-0.24	0.39	0.048	0.7	1482	0.45	1318	0.0%	2.1	1.6	5.3	i	1	7%	i
CCN(Cc1ccccc1)S(=O)(=O)c1ccc(C(=O)N2CCN(c3nc4ccccc4s3)CC2)cc1	-5	-25	-0.15	-0.27	-0.4	0.086	2.0	500	-0.06	1074	-2.6%	3.3	2.5	5.9	i	12	-3%	i
C=C(C)CNC(=S)N/N=C/c1ccc(NC(C)=O)cc1	-15	9	0.74	-0.36	0.61	-0.088	-3.0	1177	-0.63	1204	1.4%	2.0	2.6	5.5	i	14	-8%	i
COc1ccc(C2CC(=O)NC3=C2C(=O)CCC3)cc1Cl (stereo not drawn)	29	1	0.68	-0.22	0.31	-0.42	x	x	x	x	-1.1%	1.9	2.3	12	i	-8	-5%	i
COc1cccc(C(=O)NNC(=O)c2sccc2-n2cccc2)c1	0	-5	-0.36	-0.21	-0.29	0.78	-1.7	858	x	x	-0.7%	9.0	1.2	6.6	i	3	4%	i

2 compounds drawn at random from those above, as already listed:
SMILES	WT yeast gro inh	WT yeast gro inh mutant strain	Dynein cargo inh	Dynein cargo inh cytoplasmic EGFP	Dynein cargo inh nuclear GR-EGFP	Dynein cargo inh cell count	bCat nuc transl	bCat nuc transl cell count 5 µM	Insulin prom up	Insulin prom up cell count	HIV fusion peptide	MT stabilize HCS	MT stabilize HCS Hoechst-high %	MT stabilize HCS cytotoxicity %	Autophagy mod	Autophagy mod cell loss 18 h	AID2073	Yfh1-off respiration
COc1ccc(C(=O)N2CCN(Cc3cc(OC)c(O)c(OC)c3)CC2)cc1OC	x	x	0.022	-0.23	0.18	-0.024	-0.7	1122	-0.18	1154	-1.1%	2.5	2.6	9.1	i	9	3%	i
N#Cc1ccccc1CSC1=NCCS1	-16	-24	-1.2	-0.29	-0.4	0.84	-1.4	1062	-0.75	1386	0.2%	2.5	1.3	6.7	i	0	7%	i

Next results follow.
SMILES	WT yeast gro inh	WT yeast gro inh mutant strain	Dynein cargo inh	Dynein cargo inh cytoplasmic EGFP	Dynein cargo inh nuclear GR-EGFP	Dynein cargo inh cell count	bCat nuc transl	bCat nuc transl cell count 5 µM	Insulin prom up	Insulin prom up cell count	HIV fusion peptide	MT stabilize HCS	MT stabilize HCS Hoechst-high %	MT stabilize HCS cytotoxicity %	Autophagy mod	Autophagy mod cell loss 18 h	AID2073	Yfh1-off respiration
CCOC(=O)C1CCN(C(=O)c2cccnc2)CC1	9	4	-0.29	-0.17	0.25	-0.54	-1.1	1151	0.96	1065	-1.1%	4.9	3.0	8.9	i	8	-6%	i
CCCCC(C(=O)NC(=O)NCc1ccccc1)N1C(=O)c2ccccc2C1=O (stereo not drawn)	0	1	0.24	-0.21	0.44	0.0063	x	x	0.05	909	1.3%	1.2	1.1	0.3	i	26	2%	i
COc1ccc(-n2c(O)c(/C=N/NS(=O)(=O)c3cc(C)ccc3C)c3ccccc3c2=O)cc1OC	-10	4	-0.33	-0.074	-0.33	0.26	0.6	944	x	x	14%	4.2	2.1	4.4	i	7	7%	i
CCCC(=O)Nc1ccccc1N1CCN(C(=O)C(C)C)CC1	8	9	-0.56	-0.19	0.1	-0.26	-5.0	878	0.21	1192	-1.0%	5.3	3.0	11	i	3	0%	i
Cc1ccc(NC(=O)N2CCC(c3nc4c(nnn4Cc4c(F)cccc4Cl)c(=O)[nH]3)CC2)cc1	0	3	-0.85	0.39	-0.53	0.13	x	x	x	x	4.0%	0.7	1.4	11	i	-1	-12%	i
